Source: PubChem (National Center for Advancing Translational Sciences (NCATS))
DNA Pol III inh: qHTS Assay for Inhibitors of DNA Polymerase III Holoenzyme System | reconstituted DNA polymerase III holoenzyme replication, biochemical | Potency, µM (highest dose often 57.1 µM), for inactives: at the top dose activity change, negative = inhibition | actives 0.25% (n = 71,000); further: potency means the concentration at half of the fitted maximal effect; on the % scale 0 is the no-effect control and ±100 the full control effect
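Reconstituted *E. coli* holoenzyme (0.35 nM Pol III, 1 nM beta, 154 nM SSB, 2 nM primase) was preincubated with compound for 15 min at RT. Synthesis on 1.4 nM ssM13Gori ran 35 min, then was stopped with PicoGreen/EDTA and read as dsDNA fluorescence.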
15-hLO inh: qHTS Assay for Inhibitors of 15-hLO (15-human lipoxygenase). purified 15hLO-1, xylenol orange hydroperoxide absorbance. Polyunsaturated fatty acid lipoxygenase ALOX15 (Homo sapiens), P16050. Potency, µM (highest dose often 57.1 µM), for the others: top-dose activity change, negative = inhibition, hits mostly inhibitors. actives 1.4% (n = 74,000). AID 887, 2007; further: potency means the concentration at half of the fitted maximal effect; on the % scale 0 is the no-effect control and ±100 the full control effect; nearly all actives have a fitted effect of over 55% in size
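Readout: Fe(III)-xylenol orange absorbance, 573-to-405 nm ratio as reaction progress. Enzyme 40 nM purified human 15hLO-1, substrate 50 uM arachidonic acid, 6 min RT after 15 min compound preincubation; Hepes pH 7.5 buffer with Triton X-100.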
BRCT PPI red: qHTS Assay for Inhibitors of BRCT-Phosphoprotein Interaction (Red Fluorophore); Breast cancer type 1 susceptibility protein (Homo sapiens), P38398; BRCT-phosphopeptide binding, red fluorescence polarization; Potency, µM (highest dose often 76.9 µM), for inactives: top-dose activity change, negative = inhibition, usual class: inhibitors; actives 0.03% (n = 75,000); further: on the % scale 0 is the no-effect control and ±100 the full control effect
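Rhodamine-labelled pBACH1 10-mer (100 nM) bound to BRCT domain (100 nM) at pH 7.3; compounds incubated 12 min room temperature, polarization read. Free peptide defines full inhibition; unlabelled decapeptide titrated as control.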
UbGFP stabilizer: Ubiquitin-GFP Assay; Ubiquitin-GFP reporter cells, proteasome inhibition, GFP fluorescence; response scale: untreated = 0%, 10 µM MG-132 = 100%; Potency, µM (doses to about 45.9 µM), inactives show at the highest dose activation (GFP accumulation), most hits filed as activators; 67,000 tested, under 10 active; AID 526, 2006; active means well fitted activation curve with a large enough effect, not every such curve was filed as active; inconclusive means small, poorly fitted or top-dose-only effect, or another doubt; inactive means no such curve, though single readings can be large or run the other way; further: potency means the concentration at half of the fitted maximal effect
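Reporter cells (U2OS, ubiquitin-G76V-GFP fusion) are plated overnight, then treated 4 hr at 37 °C with compound titrations from 46 uM down to 2.9 nM. Activity is scaled against untreated cells and 10 uM MG-132.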
A350 fluor: qHTS Assay for Spectroscopic Profiling in A350 Spectral Region; AID 590, 2007; actives 11% (n = 59,000); Compound autofluorescence, 340/450 nm, Alexa 350 dye-equivalents; stronger effect = higher value; max dye-equivalent concentration, M; in the data active means max dye-equivalent concentration above about 10 nM; inconclusive means mostly about 1.1 nM to 9.6 nM
4MU fluor: qHTS Assay for Spectroscopic Profiling in 4-MU Spectral Region; compound autofluorescence, 340/450 nm, 4-MU equivalents; stronger effect = higher value; max dye-equivalent concentration, M; actives 11% (n = 59,000); AID 589, 2007; in the data active means max dye-equivalent concentration above about 10 nM; inconclusive means mostly about 1.1 nM to 9.6 nM
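Intrinsic fluorescence at 340/450 nm (ex/em) was read after 15 min at room temperature in pH 8.0, 100 mM Tris. Each compound concentration expressed as 4-MU-equivalent concentration from a six-point 4-MU standard series on each plate.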
CRE-bla Fsk: Cell signaling CRE-BLA (Fsk stim); CHO CRE-bla reporter (cAMP response element driving beta-lactamase), forskolin EC10, beta-lactamase ratio; Potency, µM (titrated, usually from 38.2 µM), without a hit: at the top dose activity change, negative = inhibition, actives largely listed as activators; actives 2.5% (n = 71,000); AID 662, 2007; active means well fitted activation curve with a large enough effect in the signal ratio, with a control signal flat, not every such curve was filed as active; inconclusive means small, poorly fitted or top-dose-only effect, or effect the other way, or a change in a side signal; the % refers to the signal ratio; further: potency means the concentration at half of the fitted maximal effect; % of control where 0% means no effect
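Titrated compounds plus EC10 NKH 477 on CHO CRE-bla cells, 3 h, 37 °C. CCF4, 2 h RT. Ratio 460/530 nm → AC50.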
BRCT inh green: qHTS Assay for Inhibitors of BRCT-Phosphoprotein Interaction (Green Fluorophore); Breast cancer type 1 susceptibility protein (Homo sapiens), P38398; BRCA1 BRCT-phosphopeptide binding, green fluorescence polarization; Potency, µM (highest dose often 76.9 µM), for inactives: top-dose activity change, negative = inhibition, usual class: inhibitors; actives 0.05% (n = 75,000);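 further: potency means the concentration at half of the fitted maximal effect; plate controls were peptide without protein for full effect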
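Fluorescence polarization: His-tagged BRCT (~35 kDa BRCA1 C-terminus, 250 nM) bound to 100 nM fluorescein-labeled phosphorylated 10-aa BACH1 peptide, pH 7.3 phosphate buffer with DTT and Tween 20. Compounds incubated 12 min at room temperature; inhibition read as lowered polarization.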
HBB splicing: qHTS Assay for Modulators of Hemoglobin Beta Chain Splicing | HBB splicing reporter cell assay, activation; EGFP reporter with mutant IVS2-654 intron; response scale: normalised to 500 nM splice-correcting PNA | Potency, µM (doses to about 46.1 µM), for inactives: at the highest dose activation, hits mostly activators | actives 0.06% (n = 65,000); further: potency means the concentration at half of the fitted maximal effect; 0% is about no effect
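Compounds were applied for 2 days to HeLa EGFP-654 cells, 500/well in Optimem with 2% FCS. The reporter's EGFP is disrupted by mis-splicing of beta-globin intron IVS2-654. Readout: summed well GFP fluorescence from 488 nm laser scanning; reference was 500 nM antisense […] 654 PNA.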
Hsp90 Hop PPI: qHTS Assay for Disrupters of an Hsp90 Co-Chaperone Interaction; Hsp90 C-terminal peptide / TPR2A (Hop) interaction, human; Potency, µM (titrated, usually from 57 µM), without a hit: at the top dose activity change, negative = inhibition; AID 595, 2007; AlphaScreen TPR2A-His6 binding biotin-Hsp90 C-terminal peptide; actives 0.44% (n = 71,000); active means well fitted curve in either direction with a large enough effect; inconclusive means small, poorly fitted or top-dose-only effect, or another doubt; further: potency means the concentration at half of the fitted maximal effect; on the % scale 0 is the no-effect control and ±100 the full control effect; many of its hits are not listed in these tables
Epigenetic mod: qHTS Assay for Epigenetic Modulators; AID 597, 2007; actives 0.09% (n = 68,000); mouse C127i GFP locus derepression, cytometry, 30 h; Potency, µM (top dose mostly 46.1 µM), for inactives: top-dose GFP derepression (activation); further: % of control where 0% means no effect
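Murine C127i mammary cells carrying a silenced, stably integrated CMV-driven GFP reporter were treated with compound for 30 hours at 37 C. After PBS washes, GFP-positive cells were counted by laser-scanning microplate cytometry.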
* marks the source's active call; other numbers are inactive results; i = inactive; ? = inconclusive; · = no result given; [ ] = dose if it differs, or a comment. Unless noted, the call rests on the fitted dose curve; in most records, active means well fitted curve in the direction sought with a large enough effect; inconclusive means small, poorly fitted or top-dose-only effect, or another doubt; inactive means no such curve, though single readings can be large; an effect the other way counts as inactive or inconclusive.

A first look:
SMILES,DNA Pol III inh,15-hLO inh,BRCT PPI red,UbGFP stabilizer,A350 fluor,4MU fluor,CRE-bla Fsk,BRCT inh green,HBB splicing,Hsp90 Hop PPI,Epigenetic mod
CCn1nc(C)c(/C=C2\CCCC3=C2OC(N)=C(C#N)C3c2c(C)nn(CC)c2C)c1C (configuration not stated),-7%,-13%,-0.2%,13%,3.7e-08M*,3.4e-08M*,?,15%,3.8%,-4%,3%
Cc1nccn1-c1c2c(c(C#N)c3nc4ccccc4n13)CCCC2,-1%,2%,-2.1%,10%,?,?,-8%,16%,·,-3%,-1%

Main list, repeating the preview:
SMILES,DNA Pol III inh,15-hLO inh,BRCT PPI red,UbGFP stabilizer,A350 fluor,4MU fluor,CRE-bla Fsk,BRCT inh green,HBB splicing,Hsp90 Hop PPI,Epigenetic mod
CCn1nc(C)c(/C=C2\CCCC3=C2OC(N)=C(C#N)C3c2c(C)nn(CC)c2C)c1C (configuration not stated),-7%,-13%,-0.2%,13%,3.7e-08M*,3.4e-08M*,?,15%,3.8%,-4%,3%
Cc1nccn1-c1c2c(c(C#N)c3nc4ccccc4n13)CCCC2,-1%,2%,-2.1%,10%,?,?,-8%,16%,·,-3%,-1%
Cc1cc(C(=O)CCC(=O)N2CCN(S(=O)(=O)c3cccs3)CC2)c(C)s1,2%,-4%,-0.7%,2%,?,?,6%,-0.4%,-0.1%[57.5 µM],-1%,-5%
COc1ccc(-c2c(C#N)c(SCc3c(C)noc3C)nc3c2C(=O)CC(C)(C)C3)cc1,-3%,2%,1.3%,-3%,i,i,?,-1.2%,-2.5%,-1%,1%
CN(C)C(=O)c1ccc(-c2nc(NCc3cccs3)c3ccccc3n2)cc1,2%,0%,0.1%,3%,i,i,?,4.7%,0.2%,-4%,3%[9.22 µM]
COc1cccc(C(=O)N2CCN(C(=O)c3cccc4ccccc34)CC2)c1OC,-5%,-2%,2.0%,-1%,·,·,-10%,-0.4%,-2.6%,-5%,5%
CCCCOc1ccc(C(=O)N2CCC(C)CC2)cc1,3%,-9%,-0.2%,-2%,i,i,4%,-0.2%,-0.5%,-1%,0%
COc1cccc(-c2nc(NCc3cnc(C)cn3)c3ccccc3n2)c1,-11%,-1%,-1.4%,2%,i,i,13µM*,6.9%,1.3%,-2%,9%[9.22 µM]
CCNc1ncc2nc(-c3ccccc3)c(=O)n(Cc3ccc(F)cc3)c2n1,1%,-18%,-0.5%,-8%,7.9e-08M*,8.3e-08M*,?,6.5%,1.4%,-7%,19%[9.22 µM]
Cc1ccc(CCNc2ccccc2)c[n+]1[O-],3%,5%,0.7%,2%,i,i,-4%,-1.2%,-0.1%,-3%,2%
CC(=O)N1CCc2cc(C(=O)CN3CCN(c4ccccc4F)CC3)ccc21,-9%,-4%,1.1%,2%,·,·,-22%,-1.6%,-0.4%,-7%,·
CN(C)CCCNC(=O)C1CCNCC1,-1%,-3%,-0.6%,22%,·,·,-3%,-3.7%,0.8%,-3%,-2%
CCOc1ccc(N(CCC#N)S(=O)(=O)c2ccc(OC)cc2)cc1,2%,1%,0.5%,·,i,i,11%,-1.8%,0.4%[0.369 µM],-2%,0%
O=C(CCS(=O)(=O)c1cccc2nsnc12)N1CC(=O)N(CCc2ccccc2)C(=O)C1,2%,-6%,0.2%,1%,i,i,-2%,1.8%,0.8%,-5%,2%
COc1ccc2[nH]c(=O)c(CN(C3CCCCC3)C(c3nnnn3Cc3ccco3)C(C)C)cc2c1 (configuration not stated),-10%,16µM*,-0.1%,11%,1.4e-08M*,1.5e-08M*,22%,9.7%,·,-20%,18%
CCOc1ccc(Cl)cc1S(=O)(=O)N1CCN(c2ccc(F)cc2)CC1,-1%,-6%,-1.3%,2%,i,i,-19%,-2.1%,6.9%,6%,0%
Nc1ccn([C@H]2O[C@@H](COP(=O)(O)O)[C@@H](O)[C@H]2O)c(=O)n1,-10%[11.4 µM],-2%[11.4 µM],-4.0%[15.4 µM],6%[9.17 µM],i,i,-2%[7.6 µM],0.5%[15.4 µM],0.8%[9.22 µM],-4%[11 µM],2%[9.22 µM]
O=C(COC(=O)CCCN1C(=O)c2ccccc2C1=O)Nc1ncc(Cl)cc1Cl,-7%,-13%,-1.9%,0%,i,i,-12%,-3.6%,-1.1%,-2%,-2%
CCOC(=O)N1CCC(NC(=O)c2cc(C(=O)NCc3cccc(Cl)c3)ccc2CO)CC1,-2%,-2%,-2.0%,-8%,?,?,?,-1.6%,-0.5%,-3%,6%
O=C(CNS(=O)(=O)c1ccc(Br)s1)N1CCC(N2CCCCC2)CC1,-10%,8%,1.2%,-4%,i,i,?,-2.7%,1.0%,-4%,4%
COc1cc(OC)cc(-c2nnc(SCC(=O)N3CCCC3)o2)c1,0%,-1%,-0.6%,-1%,i,i,2%,1.5%,-1.7%,-2%,-1%
CC1=CC(=O)OC1Cc1ccncc1 (configuration not stated),0%,8%,0.7%,-5%,i,i,1%,2.0%,·,-1%,-1%
COc1ccc(NC(=O)Cn2c(=O)sc3ccccc32)c(OC)c1,-3%,3%,0.5%,1%,·,·,-14%,1.5%,-0.5%,-4%,·
O=C(Nc1ccc(N2CCOCC2)cc1)Nc1cnsn1,-4%,?,0.6%,-5%,i,i,-6%,-9.6%,0.7%,-9%,-1%
COc1ccc(-c2c(C)oc3c(CN4CCN(CCO)CC4)c(O)ccc3c2=O)cc1OC,4%,8%,-2.1%,-7%,8.2e-08M*,2e-07M*,16%,-2.4%,3.2%[1.84 µM],-3%,7%
Cc1ccc(S(=O)(=O)N2CCC(C(=O)O)(c3ccccc3)CC2)cc1,7%[11.4 µM],10%[11.4 µM],1.6%[15.4 µM],-8%[9.17 µM],i,i,-3%[7.6 µM],-2.3%[15.4 µM],-0.9%[9.22 µM],-4%[11 µM],0%[9.22 µM]
CCC(C(=O)NC1CCCC1)N(C(=O)c1snc(C(N)=O)c1N)c1ccc2c(c1)OCCO2 (configuration not stated),?,25µM*,-2.2%,-3%,i,i,4%,-3.0%,0.0%[57.5 µM],?,-1%
O=C(C1CCCN(c2ncccn2)C1)N1CCc2ccccc21 (configuration not stated),-6%,-3%,-1.5%,1%,i,i,?,-1.3%,-15%,-2%,0%
COc1ccc(S(=O)(=O)N(C)CC(=O)NCc2cccnc2)cc1,2%,-4%,0.0%,-5%,i,i,4%,-2.4%,·,-3%,-2%
CN1C(=O)CC(n2c(CO)nc3ccccc32)C1=O (configuration not stated),2%,14%,-0.7%,8%,i,i,-10%,0.6%,-1.3%,-6%,-2%
Cn1cccc1C(=O)N1CCC2(CC1)CCN(c1ccccc1)CC2,-4%,4%,0.5%,1%,i,i,-5%,-1.4%,1.0%,-14%,0%[9.22 µM]
CCn1ncc(NC(=O)Nc2cccc(C(F)(F)F)c2)c1C(N)=O,-13%,2%,-0.9%,11%,?,?,-16%,-0.3%,-1.4%,?,2%
Cc1ccc(-n2nnnc2SCC(=O)NCCC2=CCCCC2)c(C)c1,1%,32µM*,-0.3%,-1%,i,i,?,-0.6%,-0.2%[57.5 µM],11%,-1%
COCC(=O)Nc1ccccc1C(=O)Nc1ccc(OC)cc1,-1%,1%,-0.2%,-3%,i,i,5%,-0.3%,0.0%,0%,0%
Cc1ccnc(N2C(=O)OC(C)(C)C2(C)O)c1 (configuration not stated),2%,3%,-0.4%,6%,i,i,2%,0.4%,0.9%,5%,2%
Cc1ccc(CNC(=O)CS(=O)Cc2nc(-c3ccccc3C)oc2C)cc1 (configuration not stated),-6%,1%,-2.1%,5%,·,·,-9%,-0.1%,-1.2%,-7%[2.3 µM],·

The order is random; any-hit rate near 12%.
